TbREL1 inh: TbREL1 inhibition, primary screen; TbREL1 RNA ligation, FRET fluorescence; inhibition, % at 9.66 µM; actives 0.49% (n = 89,000); AID 1117264;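 active = inhibition above the mean inhibition across all screened compounds plus 3 SD, cut at about 11% in these data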;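 also: 0% = plate median of test wells and 100% = NSC42067 control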
Target sequence (P86926 whole entry, looked up): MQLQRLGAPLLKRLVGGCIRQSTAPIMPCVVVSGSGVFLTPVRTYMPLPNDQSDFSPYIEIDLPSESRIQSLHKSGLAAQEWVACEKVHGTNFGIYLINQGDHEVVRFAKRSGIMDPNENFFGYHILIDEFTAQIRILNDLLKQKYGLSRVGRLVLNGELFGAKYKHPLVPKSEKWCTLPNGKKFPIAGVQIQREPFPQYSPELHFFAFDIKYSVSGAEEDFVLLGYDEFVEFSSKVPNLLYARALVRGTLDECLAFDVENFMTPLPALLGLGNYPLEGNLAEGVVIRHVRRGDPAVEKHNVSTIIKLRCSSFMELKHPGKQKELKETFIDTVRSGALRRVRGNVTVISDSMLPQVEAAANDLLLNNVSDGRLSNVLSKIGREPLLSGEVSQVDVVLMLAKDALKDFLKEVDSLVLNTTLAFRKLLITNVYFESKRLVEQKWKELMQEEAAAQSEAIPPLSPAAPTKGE
* hit, by the source's call. Only part of the results is shown; count on the stated rates, not on these rows.

smiles	TbREL1 inh
Cc1cc(Cl)c2oc(C(=O)NCCN3CCCCC3CO)c(C)c2c1 (stereo not given)	1
COc1ccc(NC(=O)C2CCN(S(=O)(=O)c3ccc4c(c3)NC(=O)CO4)CC2)cc1	-1
Cc1cc(C)c(CN2CCN(C(=O)Cn3ccc(NC(=O)OCc4ccccc4)nc3=O)CC2)c(C)c1	1
COC(=O)CCNC(=O)Cn1cnc2sc3c(c2c1=O)CCCC3	-1
Cc1nn(Cc2ccc(Cl)cc2Cl)c(C)c1NC(=O)c1nn(C)cc1Cl	-1
CC(=O)NC1=NN(C(C)=O)C(c2ccc(C(C)C)cc2)S1 (stereo not given)	-1
C[C@H]1CN([C@@H](C)CO)C(=O)CCCn2cc(nn2)CO[C@@H]1CN(C)C(=O)NC1CCCCC1	4
COc1ccc(N2CCN(C(c3cccc(OC)c3OC)c3nnnn3C3CCCC3)CC2)cc1 (stereo not given)	-2
CCn1c(CNC(=O)c2cccc(C)c2)nnc1SCC(=O)Nc1nnc(C)s1	-1
Cn1nnnc1-c1cc(Br)ccc1NC(=O)c1ccccc1	0
COC(OC)c1ccnc(-c2ccc(OC(=O)c3ccc(F)cc3)cc2)n1	-1
CC(C)CN(C(=O)c1ccc(F)cc1F)c1c(N)n(CC(C)C)c(=O)[nH]c1=O	0
CCCC(=O)N1CCCC1(C)C(=O)Nc1ccc(-n2cncn2)cc1 (stereo not given)	0
CN(C)c1ccc(/C=N/NS(=O)(=O)c2ccc(Br)cc2)cc1	-2
OC[C@H]1O[C@H](OCCc2ccc(O)cc2)[C@H](O)[C@@H](O)[C@@H]1O	1
CC1(C)CC(CNCCC(c2ccc(F)cc2)c2ccco2)CCO1 (stereo not given)	3
CCOc1cccc(C2C(C(=O)c3ccc(C)o3)=C(O)C(=O)N2Cc2ccccc2)c1 (stereo not given)	2
Fc1cccc(CN2CCN(Cc3nc(CCc4ccccc4)no3)CC2)c1	-3
Nc1nc2ncc(C(=O)c3cc(Cl)cc(Cl)c3O)cc2s1	8
C#CCNC(=O)C(C)c1ncc(C(F)(F)F)cc1Cl (stereo not given)	-2
Cn1ncc(Br)c1C(=O)N1CCCC1	4
CCc1c(C)nc2c(C#N)c(C)[nH]n2c1=O	4
CCC(CC)C1=NN2C(=N)/C(=C\c3cc(C)n(-c4cccc(C)c4)c3C)C(=O)N=C2S1	-2
CC(C)C(=O)Nc1cccc(C(=O)Nc2ccc(S(=O)(=O)Nc3nccs3)cc2)c1	1
Cc1nn(-c2ccccc2)c2nc(C(F)F)cc(C(F)F)c12	3
O=C1c2ccccc2C(=O)N1CC(O)CN1CCOCC1 (stereo not given)	-1
Cc1ccc(S(=O)(=O)N(CC2CO2)c2cc(Cl)ccc2Cl)cc1 (stereo not given)	-1
COc1ccc2cc(C(C)c3nc4ccccc4c(=O)n3N)ccc2c1 (stereo not given)	1
Cc1cc2oc(C(=O)N(Cc3ccccc3)c3ccccn3)cc(=O)c2cc1Cl	-1
CCOc1ccc(NC(=O)CN2C(=O)C3CCCN3C2=O)cc1 (stereo not given)	-2
COc1ccc(NC(=O)NNC(=O)c2ccc(Cl)cc2Cl)cc1OC	-2
CN(CC1CCN(CCc2cccc(C(F)(F)F)c2)CC1)C(=O)c1ccc(F)cc1F	1
OCC[C@H]1C[C@H](O)[C@@H](O)[C@@]2(Cc3ccccc3CCO2)O1	4
CCCCCn1c(=O)c(F)cn(Cc2ccc(OC)c([N+](=O)[O-])c2)c1=O	-1
Cc1cc(C(=O)N(C)C)sc1-c1ccccc1	0
c1ccc(CSCCc2ccncc2)cc1	1
COC(=O)[C@@H](Cc1ccccc1)NC(=O)CC[C@H]1O[C@@H](n2cc(C)c(=O)[nH]c2=O)C[C@@H]1O	-1
CC1(C)NC(=O)N(CC(=O)N2CCN(S(=O)(=O)c3ccccc3C(F)(F)F)CC2)C1=O	3
O=C(CCC(=O)Nc1ccccc1Cl)NNC(=O)COc1ccc([N+](=O)[O-])cc1	2
COC(=O)C1=C(C)N(Cc2ccc(C(F)(F)F)cc2)C(=NCc2cccc(C(F)(F)F)c2)NC1c1ccccc1C(F)(F)F (stereo not given)	20*
Cc1cccc(N2CCN(C(=O)c3ccc(NC(=O)CC4SC(N5CCCC5)=NC4=O)cc3)CC2)c1C (stereo not given)	-1
CCOc1c(C(=O)CC)cc2c(C)cc(=O)oc2c1C	-1
Cc1nc(SCC(=O)CC(=O)OC(C)C)c(C#N)c(C)c1C	-1
CC1CCC(NCC(=O)Nc2cccc(S(N)(=O)=O)c2)CC1 (stereo not given)	2
COc1ccccc1/C=C/C(=O)NCC(=O)N/N=C/c1ccc(C)o1	-4
Cc1ccc2[nH]c3c(=O)n(CCCN4CCN(C)CC4)cnc3c2c1	2
Cc1cccc(N2CC(C(=O)Nc3nnc(SCC(=O)Nc4nccs4)s3)CC2=O)c1 (stereo not given)	-3
CC1CCN(S(=O)(=O)c2ccc(Cl)s2)CC1	0
Cc1c(C(=O)NCc2cccc(C(F)(F)F)c2)sc(=O)n1Cc1cccc(F)c1	0
CC(CNC(=O)CC[C@H]1O[C@@H](n2cnc3c(NC(=O)c4ccccc4)ncnc32)[C@H](O)[C@@H]1O)c1ccccc1 (stereo not given in full)	6
O=C(CNC(=O)c1ccc(Cl)cc1)OCn1nnc2ccccc2c1=O	1
S=C(c1ccc2c(c1)OCO2)N1CCN(c2cccc(Cl)c2)CC1	-7
CC(Sc1nc(N)cc(=O)[nH]1)C(=O)Nc1nc2c(s1)CCCC2 (stereo not given)	-5
Cc1nnc(N2CCOCC2)c2ccccc12	-2
CCOc1ccc(-c2nnc3sc(COc4ccccc4)nn23)cc1	0
Cc1cc(Cl)ccc1OCC(=O)N1CCCCC1	0
COc1ccc(-c2nnc3ccc(SCC(N)=O)nn23)cc1OC	8
O=c1[nH]nc(N/N=C/c2ccccc2OC(F)F)c(=O)[nH]1	0
CC(=O)NC(C)c1cc(Cl)c2ccccc2c1O (stereo not given)	5
Cc1ccc2cccc(NS(=O)(=O)c3ccccc3)c2n1	-5

Sorted by the number under TbREL1 inh (low to high): some entries from above.
smiles	TbREL1 inh
Cc1nnc(N2CCOCC2)c2ccccc12	-2
Cc1ccc2[nH]c3c(=O)n(CCCN4CCN(C)CC4)cnc3c2c1	2
COc1ccc(-c2nnc3ccc(SCC(N)=O)nn23)cc1OC	8

(continued)
smiles	TbREL1 inh
O=C(CSc1nnc(-c2cccs2)n1Cc1ccco1)Nc1ccc(Oc2ccccc2)cc1	5
O=C(NC1CCCC1)C1CCCN(S(=O)(=O)c2cnc[nH]2)C1 (stereo not given)	1
CSc1ncccc1C(=O)OCC(=O)c1ccc[nH]1	1
CCOC(=O)C1CCN(Cc2cnc(NC(=O)OC)s2)CC1	8
COc1ccc(-c2nn(-c3ccccc3)cc2/C=C/C(=O)N(C)CC(=O)Nc2cccc(F)c2)cc1OC	-1
CCOc1ccc(CN(C)CC(=O)Nc2ccc([N+](=O)[O-])cc2Cl)cc1	1
CCCCOCCCNC(=O)C[C@@H]1C(=O)N(CCc2ccc(Cl)cc2)C2=CCCCC[C@]21C(=O)OC	-3
CCC/C=C1/CCCOC(C(=O)NCc2cc(C)n(C)n2)(C(F)(F)F)C1 (stereo not given)	6
CCN(CC)C(=O)c1sc(NC(=O)Cc2cccs2)c(C#N)c1C	-1
O=C1NC2(CCCCCC2)C(=O)N1Cc1ccc(F)cc1Cl	1
C=CCOC(=O)C1=C(C)NC(SC)=C(C#N)C1c1ccc(OCC)cc1 (stereo not given)	-3
CC(NC1CCCCC1)C(=O)NN=C(c1ccccc1)c1ccccc1 (stereo not given)	-2
CC(C)N(Cc1ccccc1)C(=O)COC(=O)C1CCN(S(=O)(=O)c2ccc3c(c2)OCCO3)CC1	-2
Cc1ccccc1CN1C(=O)c2ccccc2S1(=O)=O	2
O=[N+]([O-])c1cccc(/C=N/n2c(COc3ccccc3)n[nH]c2=S)c1	-7

In the list so far, these contain bromine:
smiles	TbREL1 inh
Cn1nnnc1-c1cc(Br)ccc1NC(=O)c1ccccc1	0
CN(C)c1ccc(/C=N/NS(=O)(=O)c2ccc(Br)cc2)cc1	-2
Cn1ncc(Br)c1C(=O)N1CCCC1	4

Additional entries.
smiles	TbREL1 inh
CSc1nc2nccc(-c3ccc(Oc4ccccc4)cc3)n2n1	-1
COc1ccccc1NC(C)C(=O)Nc1ccc(C(C)=O)cc1 (stereo not given)	-4
CN(Cc1ccccc1)C(=O)c1ccc2c(c1)OCO2	0
COc1cc(Cl)c(C)cc1NC(=O)COC(=O)CCc1nc2ccccc2c(=O)[nH]1	1
COc1ccc2[nH]c(=O)c(CN(CCCN3CCOCC3)C(=O)NCc3ccccc3)cc2c1	0
C=CCn1c(SCC(=O)N(CC)C2CCS(=O)(=O)C2)nc2ccccc2c1=O (stereo not given)	1
CCC(=O)Nc1ccc2c(c1)ncn2-c1ccccc1C	0
CC(Sc1nc(N2CCOCC2)c2c(c1C#N)CC(C)(C)OC2)C(=O)Nc1ccccc1 (stereo not given)	0
CSc1ccc(Cn2c(C)c(C(=O)NCc3cccc(Cl)c3)sc2=O)cc1	3
CC1=NN(C(=O)c2c(Br)cnn2C)C(O)(C(F)(F)F)C1 (stereo not given)	-3
Cn1nccc1C(=O)OCC(=O)Nc1ccccc1Cl	4
Cc1c(NS(=O)(=O)c2cc(C(=O)Nc3ccc(F)cc3Cl)ccc2Cl)c(=O)n(-c2ccccc2)n1C	-4
CN1CCc2c(sc3c2c(=O)n(-c2ccccc2)c2nnc(SCc4ccc(F)cc4)n32)C1	1
O=c1cc(-c2ccccc2)nc(N2CCN(Cc3ccccc3)CC2)[nH]1	-4
CCN(C(=O)COC(=O)CCc1ccc(OC)cc1)c1c(N)n(Cc2ccccc2)c(=O)[nH]c1=O	-1
CCCCc1ccc(NC(=O)NCc2cccnc2)cc1	1
O=C(CCS(=O)(=O)c1ccc(Br)cc1)N1CCN(c2ccccc2Cl)CC1	-2
CCC1CCCCN1c1cc(C)nc2cc(-c3cccc(C)c3)nn12 (stereo not given)	-2
OC[C@@H]1[C@@H](c2ccc(Cl)cc2)C(c2ccccc2)=NN1c1ccccc1	-1
CCOc1c2ccc(C(=O)NCc3ccc(OC)cc3)cc2nn1CCOC	1
CCOC(=O)CN1C(=O)S/C(=C/c2ccc3c(c2)n(C)c(=O)n3C)C1=O	1
O=C(CCN1C(=O)c2ccncc2C1=O)Nc1ccc2c(c1)OCCO2	2
CCN(C(=O)CCS(=O)(=O)c1cc2c(cc1Cl)NC(=O)CO2)c1ccccc1	3
COc1ccc(-c2cnn3c4c(c(C)nc23)CCN4C2CCCC2)cc1OC	-5
Nc1nc2c(c(=O)[nH]1)CN(Cc1ccccc1)CC2	-1
CCOc1ccc(Oc2ccc(S(=O)(=O)N3CCOCC3)cc2NC(=O)CCNC(C)=O)cc1	-2
COc1ccc(C(=O)OC(C)CN2CCN(C)CC2)cc1OC (stereo not given)	2
O=C(NCCN1C(=O)S/C(=C\c2cccnc2)C1=O)c1ccc([N+](=O)[O-])s1	8
Cc1ccc(/C=N/NC(=O)c2nnn(-c3nonc3N)c2CSc2ccccc2)o1	1
COc1cc([N+](=O)[O-])ccc1NC(=O)NNC(=O)C(C)Oc1ccc(F)cc1F (stereo not given)	-2
c1ccc(-c2nnc(CSc3ccc4c(c3)OCCO4)o2)cc1	-1
CCOc1cc(C)c(Cl)cc1S(=O)(=O)n1ccnc1	2
Cc1cc(C(=O)NCC(=O)OCC(=O)N2CCCCCC2)ccc1[N+](=O)[O-]	6
CN(Cc1ccc(C(F)(F)F)cc1)C(=O)c1ccc2ccccc2n1	5
CC(=O)c1ccc(S(=O)(=O)NC2CCCCCCC2)cc1	-3
CC(C)CC(NC(N)=O)C(=O)OCC(=O)NC(=O)NC1CCCC1 (stereo not given)	0
CCOC(=O)N1CCN(C(=O)C(=O)Nc2ccc3nc4n(c(=O)c3c2)CCCCC4)CC1	-1
O=C(Nc1ccc(F)cc1)Nc1nnc([C@H]2C[C@H](O)[C@@H](CO)O2)s1	2
O=C(Nc1ncc2c(n1)CC(c1ccco1)CC2=O)c1ccc(Cl)cc1 (stereo not given)	3
O=C(CSc1ncn[nH]1)Nc1ccc2c(c1)OCCO2	-1
O=C(Cn1c(-c2cncs2)nc2ccccc21)NCc1ccccc1	-1
CC(C)NC(=O)Nc1ccc2c(c1)C(=O)N([C@H](C)CO)C[C@H](C)[C@@H](CN(C)C(=O)Nc1ccc3c(c1)OCO3)O2	5
CCOC(=O)N1CCN(S(=O)(=O)c2cc(Cl)ccc2Cl)CC1	-1
O=C(CNC(=O)c1cccs1)NCC(=O)OCC(=O)c1ccccc1	3
O=C(c1ccco1)N1CCCSC1=Nc1ccccc1	0

TbREL1 inh: hit marks shown above
smiles	TbREL1 inh
COC(=O)C1=C(C)N(Cc2ccc(C(F)(F)F)cc2)C(=NCc2cccc(C(F)(F)F)c2)NC1c1ccccc1C(F)(F)F (stereo not given)	20*

(more compounds)
smiles	TbREL1 inh
c1ccc(-c2ccccc2-c2nc(-c3cccnc3)no2)cc1	4
Oc1ccc(/C=N/NC(=S)Nc2cccnc2)c(O)c1	-6
C/C(=N\NC(=O)C(NC(=O)c1ccccc1)C(C)C)c1ccccc1 (stereo not given)	-1
O=[N+]([O-])c1ccc(N2CCN(Cc3ccc([N+](=O)[O-])o3)CC2)cc1	7
COc1ccc(CN2C(=O)C(CC(=O)NC3CC3)CC(C(=O)N(C)C)=C2C)cc1 (stereo not given)	-1
O=C(CCn1cccn1)Nc1ccc2c(c1)OCCO2	-1
